FN deposit inh – fibronectin deposition inhibition; AH1F fibroblasts, Alexa488-fibronectin deposition fluorescence, overnight; inhibition, % at 12.6 µM; 350,000 compounds, 0.086% hits;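 active means mean inhibition across replicates of 30% or more, regardless of how many single replicates reach that level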;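 further: positive control wells lacked labelled fibronectin entirely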
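Schedule: 1 h cell adhesion before compound, then overnight fibronectin incubation; test system: AH1F fibroblast monolayer depositing Alexa488-labelled fibronectin into matrix; quantity: 10000 AH1F cells per well; probe or stimulus: fluorescent fibronectin at 24 nM final; signal: fluorescence, ex 485 nm, em 525 nm; evaluation: percent inhibition as loss of matrix-bound fibronectin fluorescence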
XiGFP reactiv – activators of X-chromosome reactivation in mouse fibroblasts; activation, % at 7.58 µM; 360,000 compounds, 0.055% hits; XiGFP mouse fibroblasts, % GFP-positive cells imaging, 3 d; cells co-treated with 5-aza-dC sensitizer; scaled so ellipticine positive control = 100%; AID 743238;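 active means mean normalized replicate activation at least 10% and every replicate at or above 10%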;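 further: 0% = median of on-plate neutral control wells and 100% = ellipticine 6 µM median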
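assay system = SV40-immortalized XiGFP fibroblast cells, line 68-5-11 | buffer or medium = DMEM plus 5-aza-dC sensitizer | doses = single-point pinned compound dosing | times = 3-day compound exposure, then 15 min fixation at room temperature | benchmarks = positive control ellipticine, 6 µM final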
Active calls of the source: *. These rows are one share of the data. The share of hits here may be higher or lower than overall.

The line under a structure holds: FN deposit inh, XiGFP reactiv
Nc1nnc(SCC(=O)NN2C(=O)NC3(CCCCC3)C2=O)s1
    -1, 0.0
COc1ccc(N(C(=O)CCl)C(C(=O)NC2CCCCC2)c2cccnc2)cc1 (centres undefined)
    2, 0.0
CC(=O)c1sc(NC(=O)CCOc2ccccc2)nc1C
    -2, 0.0
Cc1ccc(S(=O)(=O)N2CCCOC2CNC(=O)C(=O)NCc2ccncc2)cc1 (centres undefined)
    -8, 0.1
Cc1cccc(OCCNC(=O)c2cccc(Oc3ccc(C(F)(F)F)cc3[N+](=O)[O-])c2)c1
    6, 0.2
CCNC(=O)[C@H]1[C@H](CO)[C@H]2Cn3c(ccc(-c4ccc(F)cc4)c3=O)[C@H]2N1C
    -2, 0.7
CCN1CCN(C(=O)/C=C/c2ccc(C)o2)CC1
    2, 0.0
COCCCN(C(=O)c1cc2c(s1)CCC2)c1c(N)n(Cc2ccccc2)c(=O)[nH]c1=O
    -5, 0.1
Cc1ccc(Nc2nc(N)c([N+](=O)[O-])c(N3CCOCC3)n2)cc1
    0, 0.1
C[C@@H]1CN([C@H](C)CO)C(=O)c2ccccc2-c2ccccc2CO[C@@H]1CN(C)C(=O)Oc1ccccc1
    3, -0.1
Cc1ccccc1NC(=O)COC(=O)CCc1ccccc1
    -2, 0.0
COc1cc(/C=N/NC(=O)Cn2ccc(C(F)(F)F)n2)cc(OC)c1OC
    2, 0.0
Cc1ccc(C(C)C)c(OCC(=O)Nn2c(=O)[nH]c3ccccc3c2=O)c1
    6, -0.1
CC(C)NC(=O)N(C)C[C@H]1Oc2ccc(N(C)C)cc2C(=O)N(C)C[C@H]1C
    -13, 0.3
Cc1ccc(N2C(=O)[C@@H]3[C@H](C2=O)C2c4ccccc4C=NN2[C@@H]3C(=O)c2ccc(Cl)cc2)cc1 (some centres undefined)
    -3, 0.3
CC(NC(=O)COC(=O)Cc1ccc(-c2ccccc2)cc1)c1ccccc1 (centres undefined)
    3, 0.0
COc1ccc(CCC(C)Nc2ccc(F)c(F)c2)cc1 (centres undefined)
    -14, 0.0
COc1ccc2c3c([nH]c2c1)[C@H](CO)N(Cc1ccccc1F)CC31CN(CC2CC2)C1
    5, 0.1
O=C1N(c2ccccc2)C(c2ccc(Cl)cc2)N2CCCN12 (centres undefined)
    -3, 0.2
Cc1cc(C)c(NC(=O)Nc2ccccc2)c(Cl)c1
    -1, 0.0
O=C(CSc1nnc(CNC(=O)C23CC4CC(CC(C4)C2)C3)n1-c1ccc(F)cc1)Nc1ccccc1
    -3, 0.8
CO[C@@H]1CN(C)C(=O)c2ccc(NC(C)=O)cc2OC[C@@H](C)N(C(=O)c2ccccc2)C[C@H]1C
    10, 0.0
CC(=O)N(C)C[C@H]1Oc2ccc(N)cc2CC(=O)N(C)C[C@H]1C
    3, 0.3
O=[N+]([O-])c1ccc(N/N=C/c2sc(N3CCOCC3)nc2-c2ccccc2)c(S(=O)(=O)Nc2ccccc2Cl)c1
    -7, 0.0
CCC(=O)N1[C@H](CO)[C@H](c2ccc(C3=CCCC3)cc2)[C@@H]1CNC1CCCCC1
    -7, 0.3
C[C@H](CO)N1C[C@H](C)[C@@H](CN(C)C(=O)N[C@H](C)c2ccccc2)OCc2ccccc2-c2ccccc2C1=O
    -5, 0.9
COc1ccc([C@H]2CC=CC[C@@H](C)Oc3ccccc3C(=O)N(C)[C@H](C)C(=O)N2)c(OC)c1 (mixture of isomers)
    12, 0.0
COC(=O)c1cc(C(=O)OC)cc(N2C(=O)CC(NNC(=O)c3ccc(C)cc3)C2=O)c1 (centres undefined)
    9, 0.0
O=C(CCN1CCN(C(c2ccccc2)c2ccccc2)CC1)N/N=C/c1ccc(O)cc1
    -10, 0.4
O=C1CN(C(=O)CSc2nc3ccccc3n2CCc2ccccc2)c2ccccc2N1
    -2, 0.0

The line under a structure holds: FN deposit inh, XiGFP reactiv
CCOc1ncccc1C(=O)OCc1ccc(C#N)cc1
    0, 0.0
Cc1ccc(OCC(=O)Nc2cccc(S(=O)(=O)N3CCCCC3)c2)c([N+](=O)[O-])n1
    4, -0.1
CNC[C@H]1Oc2ccc(N(C)C)cc2C(=O)N(C)C[C@@H]1C
    -8, 0.1
Cc1c(NC(=O)COC(=O)c2cc(-c3cccc4ccccc34)nc3ccccc23)c(=O)n(-c2ccccc2)n1C
    -8, -0.1
COc1ccc(CCNC(=O)C(C)Sc2ccc(C)cc2)cc1OC (centres undefined)
    -4, -0.2
CCN(CC)CCCNC(=O)c1cc2c(Cl)nc3ccccc3c2s1
    0, 0.0
COc1ccc(C[C@H]2CCc3cnnn3COC[C@@H](C)NC2=O)cc1
    7, 0.2
CCC(=O)N(C[C@H]1[C@H](c2ccccc2)[C@@H](CO)N1S(C)(=O)=O)C(C)C
    -4, 0.0
O=C(N/N=C/c1ccc(O)cc1)c1cccc(C(F)(F)F)c1
    -6, 0.2
CC1=CC(=C2C(=O)c3ccccc3C2=O)C=C(C)O1
    4, 0.3
Cc1c(N2C(=O)C(=O)/C(=C(/O)c3ccc(Cl)cc3)C2c2ccccc2)c(=O)n(-c2ccccc2)n1C (centres undefined)
    -9, 0.2
COc1ccc(Cl)cc1-n1c(C)cc(C(=O)OCC(=O)N2CC(=O)Nc3ccccc32)c1C
    5, 0.6
Cc1ccc(/C=C/C(=O)NCc2ccco2)o1
    -5, -0.1
COc1cc([N+](=O)[O-])ccc1NC(=O)Cc1ccc(C)cc1
    -8, 0.0
CC(=O)N1C(C)c2ccccc2C(C)(C)CC12CCCCC2 (centres undefined)
    -2, 0.5
CN(C)c1ccc(NS(=O)(=O)c2ccc(Cl)cc2)cc1
    -3, 0.3
O=C(Cn1c(=O)c2sccc2n(Cc2ccc([N+](=O)[O-])cc2)c1=O)NCCc1ccccc1
    10, -0.1
CC(C)[C@@H](C)NC(=O)N(C)C[C@@H]1OCc2ccccc2-c2c(n(C)c3ccccc23)C(=O)N([C@H](C)CO)C[C@H]1C
    -10, -0.1
Cc1ccc(C)c(NC(=S)N2CCN(CCO)CC2)c1
    9, -0.1
C#CCn1c(=NC(=O)c2cc(-c3cccs3)nc3ccccc23)sc2cc(S(N)(=O)=O)ccc21
    -31, 0.5
CC(Cc1ccccc1)NC(=O)c1ccc([N+](=O)[O-])cc1 (centres undefined)
    2, -0.1
CC(C)NC(=O)Nc1cccc2c1O[C@H](CN(C)C)[C@H](C)CN(C)C2=O
    -37, 0.4
COc1ccc(NC(=O)N(C)C[C@H]2OCc3ccccc3-c3ccccc3C(=O)N([C@H](C)CO)C[C@H]2C)c(OC)c1
    2, 0.1
N#Cc1cc(C(=O)c2ccccc2O)cn(-c2nccs2)c1=O
    1, -0.1
O=C(C[C@H]1C[C@H]2c3cc(NC(=O)NC4CCCC4)ccc3O[C@H]2[C@@H](CO)O1)NCc1ccccc1F
    2, 0.1
CCOC(=O)c1c(/N=C/c2cc(C)ccc2O)sc2c1CCN(C)C2
    14, 0.0
C[C@H]1CC=CC[C@@H](c2cccc(Cl)c2)NC(=O)[C@H](C)N(C)C(=O)c2ccccc2O1 (mixture of isomers)
    5, 0.0
Cc1cc(NC(=O)c2ccc(C)s2)n(-c2nc3ccccc3[nH]2)n1
    3, 0.0
CC(C)CN1C(=O)NC(NS(=O)(=O)c2ccc(N)cc2)(C(F)(F)F)C1=O (centres undefined)
    -12, 0.3
COc1cccc(/C=N\NC(=O)C2=NNC(=O)C2C)c1O (centres undefined)
    2, 0.0

The line under a structure holds: FN deposit inh, XiGFP reactiv
CCOC(=O)c1c(-c2ccccc2)csc1NC(=O)C(C)NCc1ccco1 (centres undefined)
    -5, 0.1
COc1ccccc1Nc1nnc(SCc2nnc(-c3cc(OC)c(OC)c(OC)c3)o2)s1
    5, 0.0
C[C@H]1CN(C)C(=O)c2cc(N(C)C)ccc2O[C@H]1CN(C)C(=O)OC(C)(C)C
    -3, 0.2
CC(C)CNS(=O)(=O)c1ccc(OCC(=O)NCc2ccco2)cc1
    0, 0.0
O=C(CSc1nnc2c(Cl)cc(C(F)(F)F)cn12)N(Cc1ccccc1)Cc1ccccc1
    0, 0.2
C[C@H]1CN(C)C(=O)Cc2cc([N+](=O)[O-])ccc2O[C@@H]1CN(C)C(=O)OC(C)(C)C
    0, 0.3
Cc1cc(C(=O)c2ccccc2)c(NC(=O)CCl)s1
    -10, 0.3
Cc1ccc(C(=O)NCC(=O)OCC(=O)c2ccc(C)c([N+](=O)[O-])c2)cc1
    2, 0.1
O=C(Nc1ccccc1Cl)c1ccccc1S(=O)(=O)c1ccccc1[N+](=O)[O-]
    -2, -0.1
C[C@@H]1CCn2cc(nn2)COC[C@H](Cc2ccccc2)NC1=O
    -2, 0.0
COc1cccc(NC(=S)N2CCN(Cc3ccccc3)CC2)c1
    -4, 0.0
CCOc1ccc(NC(=O)COC(=O)c2ncc(Cl)c(Cl)c2Cl)cc1
    -6, 0.0
COCCOC(=O)C1=C(C)NC2(O)c3ccccc3C(=O)C12O (centres undefined)
    -6, 0.1
CC(/C=N/n1c(-c2cc(C)[nH]n2)n[nH]c1=S)=C\c1ccccc1
    4, -0.1
COc1ccc(CCNC(=O)CSc2nncs2)cc1
    1, 0.0
CCOc1cccc(N(C(=O)C2COc3ccccc3O2)C(C(=O)NC2CCCCC2)c2ccc(O)cc2)c1 (centres undefined)
    -2, 0.4
C[C@H]1CN([C@@H](C)CO)C(=O)c2ccccc2-c2ccccc2CO[C@@H]1CN(C)S(=O)(=O)c1cccc(F)c1
    3, -1.1
Cc1ccc(CNC(=O)/C=C/c2ccc(Br)o2)cc1
    -1, 0.7
O=[N+]([O-])c1ccc(N2CCN(S(=O)(=O)c3ccccc3[N+](=O)[O-])CC2)cc1NCc1cccnc1
    0, 0.0
CC(C)[C@@H]1C(=O)N[C@@H](c2ccccc2)CC=CC[C@@H](C)Oc2ccccc2C(=O)N1C (mixture of isomers)
    4, 0.0
O=C(N/N=C/c1cc([N+](=O)[O-])ccc1O)/C(=C\c1cccs1)NC(=O)c1ccccc1
    -6, 0.0
O=C1N[C@H](c2ccccc2)COCc2cn(nn2)CC[C@@H]1Cc1ccc(Cl)cc1
    -9, 0.0
Cc1ccc(S(=O)(=O)N(C)C)cc1NC(=O)COC(=O)c1ccc2c(c1)OCO2
    -2, 0.3
COc1ccc(-n2cc(-c3ccccc3)[nH]c2=S)cc1
    0, -0.1
FC(F)(F)c1cccc(NC(=S)NCc2ccc(Cl)cc2)c1
    4, 0.0
O=C(COC(=O)CC(c1ccccc1)c1ccccc1)Nc1c(F)cccc1F
    8, 0.0
O=C(CN(Cc1ccco1)C(=O)c1ccc(Cl)cc1)Nc1c(Cl)cc(Cl)cc1Cl
    -4, 0.1
O=C(CCc1ccccc1)Nc1ccccc1[N+](=O)[O-]
    1, -0.1
O=c1[nH]c(CN2CCN(S(=O)(=O)c3ccccc3C(F)(F)F)CC2)nc2sc3c(c12)CCCC3
    -2, 0.0
O=C(NNC1=Nc2cccc3cccc1c23)c1ccccc1Br
    5, 0.0

Quoted at random: three compounds from above
The line under a structure holds: FN deposit inh, XiGFP reactiv
CC(NC(=O)COC(=O)Cc1ccc(-c2ccccc2)cc1)c1ccccc1 (centres undefined)
    3, 0.0
Cc1ccc(C(=O)NCC(=O)OCC(=O)c2ccc(C)c([N+](=O)[O-])c2)cc1
    2, 0.1
O=C1N[C@H](c2ccccc2)COCc2cn(nn2)CC[C@@H]1Cc1ccc(Cl)cc1
    -9, 0.0

Continuation:
The line under a structure holds: FN deposit inh, XiGFP reactiv
CSc1nc(C)cc(OCC(=O)N/N=C/c2ccccc2O)n1
    14, 0.2
CC(=O)Nc1cccc2c1O[C@@H](CN(C)C(=O)NC(C)C)[C@@H](C)CN(C)C2=O
    -5, 0.1
O=C(NC(=S)NCCOCc1ccc(Cl)cc1)c1cccnc1
    1, -0.1
O=C(Nc1ccc(Oc2nnc(-c3ccccc3)c3ccccc23)cc1)c1ccccc1
    5, 0.1
CCc1cc[n+](-c2nc3ccccc3nc2[N-]S(=O)(=O)c2ccc(Br)s2)cc1
    -14, 0.0
Cc1ccc(C)c2c1cc(C)c1nnc(SCC(=O)c3cccs3)n12
    7, -0.1
CC(C(=O)NCC1CCCCC1)N1CCN(S(=O)(=O)/C=C/c2ccccc2)CC1 (centres undefined)
    -11, -0.3
CCSC1=NSC2=NC(=O)/C(=C\c3coc4ccccc4c3=O)C(=N)N12
    15, 0.2
CC(C)[C@@H]1C(=O)N[C@H](c2ccc3c(c2)OCO3)CC=CC[C@@H](C)Oc2ccccc2C(=O)N1C (mixture of isomers)
    6, 0.0
COc1ccccc1/C=N/OCC(=O)NCc1ccc2c(c1)OCO2
    1, 0.5
C[C@@H]1CN(C)C(=O)c2cc(NS(C)(=O)=O)ccc2O[C@H]1CN(C)S(C)(=O)=O
    -9, 0.3

An excerpt from above in order of heavy-atom count, rising.
The line under a structure holds: FN deposit inh, XiGFP reactiv
Cc1ccc(C)c2c1cc(C)c1nnc(SCC(=O)c3cccs3)n12
    7, -0.1
CCSC1=NSC2=NC(=O)/C(=C\c3coc4ccccc4c3=O)C(=N)N12
    15, 0.2
CCc1cc[n+](-c2nc3ccccc3nc2[N-]S(=O)(=O)c2ccc(Br)s2)cc1
    -14, 0.0
O=C(Nc1ccc(Oc2nnc(-c3ccccc3)c3ccccc23)cc1)c1ccccc1
    5, 0.1

High-throughput results (PubChem BioAssay)
